Source: PubChem BioAssay
Menin MLL FP TR = menin-MLL binding inhibition, Texas Red mutant peptide; Menin + Texas Red MLL mutant peptide, fluorescence polarization; Potency, µM (series often up to 61.6 µM), for inactives: top-dose FP activity change, negative = inhibition, most hits filed as inhibitors; 0.23% of 270,000 active; active means well fitted inhibition curve with a large enough effect in the polarisation, with a control signal flat, not every such curve was filed as active; inconclusive means small, poorly fitted or top-dose-only effect, or effect the other way, or a change in a side signal; inactive means no such curve, though single readings can be large or run the other way; the % refers to the polarisation; further: potency means the concentration at half of the fitted maximal effect; % of control where 0% means no effect; many of its hits are not listed in these tables
TSHR antagonist = human thyrotropin receptor antagonism. P16473. AID 504810. activity change, negative = inhibition, % at 11.5 µM. TSHR-expressing cells, TSH-stimulated cAMP HTRF, 2 h; active compounds read low. 0.2% of 330,000 active;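 active means activity change below a set negative limit, meaning inhibition stronger than a set level, cut at about -70% in these data; inconclusive means activity change between two set negative limits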; further: on the % scale 0 is the no-effect control and ±100 the full control effect
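Antagonism was scored as loss of TSH-driven cAMP in TSHR cells, stimulated with 4nM TSH (EC80) for 2 hours at 37 deg C and detected by homogeneous HTRF competition immunoassay.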
Eya2 phos inh = blocks the phosphatase activity of human Eya2; Potency, µM (highest dose often 76.9 µM), without a hit: top-dose activity, negative = inhibition, most hits filed as inhibitors; 0.006% of 330,000 active; recombinant Eya2, OMFP fluorescence dephosphorylation (OMFP is methylfluorescein phosphate); O00167; further: potency means the concentration at half of the fitted maximal effect; on the % scale 0 is the no-effect control and ±100 the full control effect
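Eya2 protein (added as 0.2 uM solution) was preincubated with compound for 10 min at ambient temperature in 50 mM HEPES pH 7.5, 50 mM NaCl, 5 uM MgCl2, 0.05% BSA, 1 mM DTT. OMFP (added at 50 uM) then reacted 10 min; fluorescence read at 485/525 nm.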
GALK inh = galactokinase (human) inhibition; Purified GALK, Kinase-Glo residual ATP luminescence; AID 1868; 0.007% of 270,000 active; Potency, µM (top dose mostly 57.5 µM), inactives show at the top dose activity change, negative = inhibition, actives largely listed as inhibitors; P51570; further: potency means the concentration at half of the fitted maximal effect; on the % scale 0 is the no-effect control and ±100 the full control effect
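Galactose (100 uM) and ATP (35 uM) were turned over by 5 nM GALK for 1 h at RT. Kinase-Glo Plus then converted the remaining ATP into a luminescent signal.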
hERG WT inh = inhibitors of human wildtype KCNH2 potassium channel | U2OS, BacMam KCNH2, thallium flux FluxOr; active compounds read low | activity change, % at 1.84 µM | 0.37% of 340,000 active | AID 720551;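 active means maximum activity change below -70%; inconclusive means maximum activity change between -70% and -50%; inactive means maximum activity change above -50%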; further: on the % scale 0 is the no-effect control and ±100 the full control effect
Target sequence (Q12809 whole entry, looked up): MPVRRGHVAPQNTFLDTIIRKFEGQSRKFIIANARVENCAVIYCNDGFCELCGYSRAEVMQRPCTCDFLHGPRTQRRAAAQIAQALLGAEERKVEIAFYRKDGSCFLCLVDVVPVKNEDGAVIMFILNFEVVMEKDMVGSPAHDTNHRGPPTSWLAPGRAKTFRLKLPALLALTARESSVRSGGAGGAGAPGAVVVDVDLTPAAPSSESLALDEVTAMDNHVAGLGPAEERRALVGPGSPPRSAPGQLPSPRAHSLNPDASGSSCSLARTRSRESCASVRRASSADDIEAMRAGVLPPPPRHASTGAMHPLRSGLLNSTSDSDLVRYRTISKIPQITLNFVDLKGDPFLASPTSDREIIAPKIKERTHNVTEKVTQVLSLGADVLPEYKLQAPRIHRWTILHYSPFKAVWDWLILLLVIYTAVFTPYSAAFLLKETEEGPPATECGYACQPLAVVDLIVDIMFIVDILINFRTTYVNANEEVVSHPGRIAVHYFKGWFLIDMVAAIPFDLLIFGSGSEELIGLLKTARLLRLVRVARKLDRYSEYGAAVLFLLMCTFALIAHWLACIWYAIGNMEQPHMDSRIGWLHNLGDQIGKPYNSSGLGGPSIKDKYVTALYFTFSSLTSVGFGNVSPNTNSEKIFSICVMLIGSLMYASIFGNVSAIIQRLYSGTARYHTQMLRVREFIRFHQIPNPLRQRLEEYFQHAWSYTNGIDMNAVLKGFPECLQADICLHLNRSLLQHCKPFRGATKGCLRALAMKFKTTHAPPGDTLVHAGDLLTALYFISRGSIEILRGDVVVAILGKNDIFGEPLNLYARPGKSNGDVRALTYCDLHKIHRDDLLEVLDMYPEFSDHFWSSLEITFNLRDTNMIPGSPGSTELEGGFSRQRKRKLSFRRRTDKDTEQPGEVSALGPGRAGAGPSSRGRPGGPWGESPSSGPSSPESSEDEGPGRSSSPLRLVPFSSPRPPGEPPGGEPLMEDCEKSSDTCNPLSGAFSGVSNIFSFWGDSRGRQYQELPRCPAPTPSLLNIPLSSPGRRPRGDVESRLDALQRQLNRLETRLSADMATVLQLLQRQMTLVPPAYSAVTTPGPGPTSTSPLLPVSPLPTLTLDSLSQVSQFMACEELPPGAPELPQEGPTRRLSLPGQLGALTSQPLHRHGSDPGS
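U2OS cells were transduced with wild-type KCNH2 virus (2.03 x 10^8 / mL) for 4 h at room temperature, then cultured overnight at 37 C. Thallium flux was read with FluxOr dye. Rate constants were normalized to DMSO controls.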
USP2a block = blocks human ubiquitin-specific protease USP2a; USP2 core, Ub-CHOP2 coupled fluorogenic reporter, 485/531; Potency, µM (highest dose often 38.3 µM), for inactives: top-dose activity change, negative = inhibition, hits mostly inhibitors; AID 463254; 0.01% of 330,000 active;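 further: potency means the concentration at half of the fitted maximal effect; plate controls were DMSO wells for no effect and full inhibition by NEM control for full effect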
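Deubiquitinase activity read as fluorescence (485/531 nm) after Ub-CHOP2 cleavage activates the enterokinase reporter on its substrate; USP2 core 10nM, Ub-CHOP2 and substrate 25nM each, 30min compound preincubation then 60min RT; data normalized to NEM, curves fitted.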
Chronic BCR inh = inhibitors of chronic active B-cell receptor signaling. ABC-DLBCL IkBa-CBG/CBR reporter, luminescence ratio, 4 h. AID 493014. 0.05% of 340,000 active. Potency, µM (top dose mostly 46.1 µM), without a hit: top-dose ratio change, negative = lower green/red ratio, usual class: inhibitors; active means well fitted inhibition curve with a large enough effect in the signal ratio, with a control signal flat, not every such curve was filed as active; inconclusive means small, poorly fitted or top-dose-only effect, or effect the other way, or a change in a side signal; the % refers to the signal ratio;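 further: potency means the concentration at half of the fitted maximal effect; plate controls were basal doxycycline-induced cells for no effect and cells given 10 µM MG132 for full effect; MG132 reads +100%, hits lower the ratio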
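TMD8 ABC-DLBCL cells carrying doxycycline-inducible green luciferase fused to IkappaBalpha plus unfused red luciferase were exposed to compounds (up to 46 uM) for 4 hrs at 37C. Activity came from the overlap-corrected green/red luminescence ratio.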
S-ASM inh = inhibitors of human secretory acid sphingomyelinase | placental ASM, HMU-PC fluorogenic substrate, 60 min | AID 504937 | P17405 | Potency, µM (highest dose often 57.5 µM), for inactives: at the highest dose activity change, negative = inhibition, usual class: inhibitors | 0.006% of 340,000 active; further: potency means the concentration at half of the fitted maximal effect
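qHTS format. ASM enzyme prepared from human placenta hydrolyses the fluorogenic substrate HMU-PC0 (9 uM final) over 60 min at 37 °C after a 10 min compound preincubation.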
Mito fusion yeast = blocks mitochondrial division or promotes mitochondrial fusion; S. cerevisiae fusion-defective mutant growth rescue, CellTiterGlo 48 h; Potency, µM (titrated, usually from 46.1 µM), inactives show at the top dose growth rescue (activation), usual class: activators; 0.23% of 320,000 active;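 further: potency means the concentration at half of the fitted maximal effect; % of control where 0% means no effect; nearly all actives have a fitted effect of over 45% in size; temperature-sensitive fusion mutants such as fzo1-1 at 37 °C on non-fermentable ethanol glycerol medium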
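Read-out: ATP-based luminescence (CellTiterGlo, 10 min ambient) reporting growth of fusion-defective ts yeast after 48 hours at 37C on glycerol/ethanol YPEG medium in the presence of compound.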
MBNL1 CUG block = blocks human MBNL1 binding to CUG repeat RNA; Q9NR56; TR-FRET MBNL1-His/biotin-(CUG)12 binding, 665/545 ratio; Potency, µM (titrated, usually from 57.5 µM), for inactives: at the highest dose activity change, negative = inhibition, usual class: inhibitors; 0.036% of 280,000 active; AID 2675; active means well fitted inhibition curve with a large enough effect in the signal ratio, with a control signal flat, not every such curve was filed as active; inconclusive means small, poorly fitted or top-dose-only effect, or effect the other way, or a change in a side signal; inactive means no such curve, though single readings can be large or run the other way; the % refers to the signal ratio; further: potency means the concentration at half of the fitted maximal effect; on the % scale 0 is the no-effect control and ±100 the full control effect
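MBNL1-His + Biotin-(CUG)12, cpd titration 92 nM–58 uM; Tb anti-His Ab 0.055 ng/ul, SA-XL665 5 nM (final); 60 min RT; ratiometric 665/545 nm, Ex 340 nm; normalized to buffer and full-complex controls.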
PKM2 activator = PKM2 (human) enzyme activation; 0.34% of 260,000 active; AID 1631; purified PKM2, Kinase-Glo ATP luminescence, activation; response scale: 0% is enzyme alone, no compound; Potency, µM (doses to about 57.5 µM), for inactives: at the highest dose activation, usual class: activators; further: potency means the concentration at half of the fitted maximal effect; on the % scale 0 is the no-effect control and ±100 the full control effect; nearly all actives have a fitted effect of over 55% in size
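Kinase-Glo luminescence reports ATP generated from ADP (0.1 mM) and PEP (0.5 mM) by purified hPK-M2 after 1 h at room temperature, pH 7.2 imidazole buffer; intermediate enzyme activity allows detecting inhibitors and activators.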
* hit, by the source's call; ? = inconclusive; nt = not tested or not shown; [ ] = remark or other dose. Unless noted, the call rests on the fitted dose curve; in most records, active means well fitted curve in the direction sought with a large enough effect; inconclusive means small, poorly fitted or top-dose-only effect, or another doubt; inactive means no such curve, though single readings can be large; an effect the other way counts as inactive or inconclusive. A portion of the library; the hit share may differ from the screen's.

SMILES	Menin MLL FP TR	TSHR antagonist	Eya2 phos inh	GALK inh	hERG WT inh	USP2a block	Chronic BCR inh	S-ASM inh	Mito fusion yeast	MBNL1 CUG block	PKM2 activator
COc1ccc(/C=C/C(=O)NCC(=O)N2CCC(N(C)CCN3CCOCC3)CC2)cc1OC	-10%	0	-21%	6%	-3	-1%	0%	3%	-6%	3%	-5%
O=C(Nc1ccc2c(c1)OCO2)c1ccc([N+](=O)[O-])cc1[N+](=O)[O-]	?	5	22%	1%	-6	0%	0%	0%	-41%[inhibitor]	?	nt
Cc1[nH]c2ccccc2c1SCc1nnc(SCc2ccc(Cl)cc2)n1C	nt	-4	?	nt	2	2%	?	-13%	2%	-3%	8%
CC1(C)CC(=O)C2=C(C1)N(c1ccc(F)cc1)C(=O)CC2c1cccnc1 (configuration not stated)	3%	-2	2%	0%	21	0%	27%	1%	-7%	-13%	1%
Cc1ccc2nc(NC(=O)CCn3c(=O)sc4ccccc43)sc2c1	-22%	3	19%	0%	-5	-5%	?	-26%	?	-5%	-4%
COc1cc2c(cc1OC)C(C)N(C(=O)c1cc3ccccc3o1)CC2 (configuration not stated)	-9%	-25	4%	-4%	-4	0%	-7%	-3%	18%	-10%	-3%
CC(=O)N/C(N)=N/c1nc2cc([N+](=O)[O-])ccc2o1	nt	2	?	-1%	-3	-2%	?	1%	1%	nt	-2%
O=C(CCC1CCCC1)N1CCC(N2CCCCCC2)CC1	?	8	-14%	1%	37	-1%	-3%	2%	5%	3%	-4%
Cc1ccccc1NC1=C/C(=N\S(=O)(=O)c2cccs2)c2ccccc2C1=O	nt	-50	?	-6%	-20	0%	?	-9%	2%	?	2%
Cc1cc(OCCCCCNCCO)ccc1Cl	10%	-1	-36%	0%	-3	2%	?	1%	-7%	0%	-6%
COC(=O)[C@@H](Cc1ccccc1)NC(=O)NCCc1ccccc1	1%	-2	9%	nt	0	0%	?	-2%	4%	-2%	nt
CCOC(=O)N1CCN(C(=O)CSCc2ccccc2C)CC1	-6%	25	-8%	-2%	1	3%	2%	2%	0%	-8%	-3%
Cc1ccc(CS(=O)Cc2ccc(C(=O)NC3CCCCCC3)o2)cc1 (configuration not stated)	nt	8	-2%	-8%	-2	3%	1%	1%	0%	-1%	nt
Cc1cc(=O)n2nc(N3CCC(C(=O)NCc4ccc(Cl)cc4)CC3)sc2n1	nt	12	-4%	-5%	-1	3%	-2%	-4%	0%	-1%	nt
CCOC(=O)N1CCN(c2c(N3CCC(N4CCCCC4)CC3)c(=O)c2=O)CC1	7%	-5	7%	2%	-2	2%	10%	-1%	0%	13%	-2%
CCN(CC)CCNC(=O)Cn1cnc2sc(C)c(S(=O)(=O)N3CCOCC3)c2c1=O	7%	0	10%	-2%	1	-1%	-4%	5%	1%	-4%	0%
O=C(CSc1nnc(CSc2nc3ccccc3s2)o1)NC1CCCCC1	-13%	-14	-12%	7%	3	3%	?	1%	6%	-2%	-1%
O=C(O)COc1ccccc1/C=N/NC(=O)CNC(=O)c1ccc(F)cc1	nt	8	-1%	nt	2	2%	-1%	3%	-2%	3%	-6%
CCn1c(/C=C\c2ccccc2C)nc2ccccc2c1=O	-7%	-16	-6%	-2%	7	4%	?	-7%	19%	6%	0%
O=C(O)C1CC(=O)N(c2ccc(OCc3ccc(Br)cc3)cc2)C1 (configuration not stated)	3%	-16	14%	5%	-8	0%	0%	3%	4%	-8%	0%
Nc1ccc(C(=O)Oc2ccc([N+](=O)[O-])cc2)c(O)c1	7%	-10	?	-2%	nt	6%	1%	nt	-11%	?	4%
COc1ccc(NC(=O)CSc2c3c(nc4cc(Cl)ccc24)CCCC3)cc1OC	16%	29	-3%	1%	0	0%	?	-7%	6%	21%	4%
CCn1c(=O)c(C(=O)NCc2ccc(OC)cc2)c(O)c2ccccc21	4%	6	4%	-4%	1	2%	?	0%	9%	1%	11%
CCOC(=O)c1sc(N)c(C#N)c1CSc1nnc(C2CCCCC2)n1N	-10%	-12	-10%[15.4 µM]	1%	-6	1%	-1%	-1%	5%	-5%	4%
FC(F)(F)c1ccc(N/N=C/c2cccnc2)nc1	1%	-4	7%	-1%	-12	3%	?	-2%	-12%	7%	5%
Cc1cccc(NC(=O)NNC(=O)c2c(Cl)c(C)nn2C)c1	10%	8	1%	nt	-12	6%	2%	8%	nt	-9%[11.5 µM]	-3%
O=C(NCc1ccco1)c1ccc2nc3sc4c(c3c(=O)n2c1)CCCC4	11%	11	3%	0%	nt	4%	10%	nt	9%	?	?
Cc1ccc(C)c(NC(=O)CSc2nnc(CSc3nc(C)cc(C)n3)n2Cc2ccco2)c1	-15%	-13	0%	0%	1	-7%	-5%	5%	11%	5%	22%
CC(=O)Nc1c(O)nc(SCC(=O)Nc2cccc(C)c2)[nH]c1=O	-1%	7	-22%	1%	10	3%	?	1%	0%	-3%	3%
COc1ccc(CC(=O)NC(C)c2nnc(SCCC(=O)Nc3ccccc3)n2C)cc1 (configuration not stated)	-7%	-5	-2%	0%	-4	1%	?	1%	13%	-5%	8%
O=C(CSc1ncccn1)NC(=O)Nc1ccc2c(c1)OCCO2	8%	4	-7%	1%	-7	1%	?	3%	-2%	4%	-3%
COc1ccccc1CNC(=O)c1ccc(CS(=O)(=O)c2ccc(C)cc2)o1	12%	-7	0%	-3%	4	-2%	-1%	-2%	0%	2%	nt
COc1ccc(NC(=S)N2CCC(N(C)CCN3CCOCC3)CC2)cc1	-1%	3	1%	1%	-3	4%	2%	3%	1%	nt	-3%
COc1ccc(S(=O)(=O)N2CCC(C(N)=O)(N3CCCCC3)CC2)cc1OC	-12%	11	-3%	8%	4	1%	-5%	0%	0%	3%	0%
COc1ccccc1/C=C/C(=O)OCc1nc2ccccc2c(=O)[nH]1	1%	-22	-8%	1%	-16	-2%	?	9%	-2%	1%	-6%
Cc1cccc(NC(=O)CN(C)CC(=O)NC(c2ccccc2)c2ccccc2)c1C	nt	-8	-5%	nt	-49	-2%	?	-4%	2%	nt	nt
CS(=O)(=O)N1CCC(C(=O)Nc2cccc([N+](=O)[O-])c2)CC1	24%	12	1%	-2%	nt	9%	-6%	0%	5%	?	1%
O=C1NC(c2ccc(Cl)cc2)Nc2ccccc21 (configuration not stated)	?	-21	2%	-2%	-1	1%	-16%	13%	17%	4%	-3%
CCc1ccc(C(=O)NNc2cc(Cl)cc(Cl)c2)cc1	nt	-2	-1%	1%	5	-5%	-9%	-2%	-9%	nt	-3%
C=C(C)c1cccc(C(C)(C)NC(=O)N2CCN(c3ccccc3OC)CC2)c1	?	4	-6%	0%	-4	-10%	0%	9%	9%	-1%	-2%
Cn1c(=O)[nH]c(=O)c2c1nc(Br)n2CCCO	1%	11	-7%	3%	0	3%	5%	-3%	-4%	-7%	3%
CCn1c(N2CCN(C(=O)NC3CCCCC3)CC2)nc2ccccc21	8%	2	-3%	1%	3	1%	9%	-1%	0%	1%	-2%
Cc1cc(NC(=O)c2ccc3c(c2)OCCO3)no1	5%	1	-17%	-1%	-6	0%	?	-3%	6%	-7%	-17%
COC(=O)N1C/C=C\C(c2ccc(OC)cc2)N(Cc2ccc(F)cc2)C(=O)C1 (configuration not stated)	21%	-7	3%	4%	nt	5%	0%	-1%	27%	7%	1%
c1ccc2c(CN3CCSCC3)cccc2c1	10%	-15	7%	-2%	-7	-2%	?	0%	-1%	-5%	3%
c1ccc(CNCC2COc3ccccc3O2)cc1 (configuration not stated)	7%	-8	0%	-1%	3	4%	?	6%	1%	?	5%
CCCCn1c(N)c(N(CC)C(=O)c2cnc(C)cn2)c(=O)[nH]c1=O	nt	1	2%	nt	4	-1%	-3%	13%	0%	nt	nt
